Compound activity: PubChem BioAssay, several laboratories
WT yeast gro inh – growth inhibition of WT yeast, mitochondrial fusion screen | mitochondrial fusion phenotypic screen, WT strain | inhibition, % at 10 µM | 190,000 compounds, 2.1% hits; in the data active means inhibition above about 58%; tested in S. cerevisiae
PMI inhibitors – inhibitors of human PMI, primary screen, biochemical, fluorescence intensity, coupled assay (AID 1209); purified PMI enzyme, coupled fluorescence intensity; higher % means a stronger effect; inhibition, % at 20 µM, or IC50 in µM where a hit was titrated; 190,000 compounds, 0.42% hits;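 further: plate controls were DMSO vehicle for no effect and wells lacking substrate for full effect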
Yfh1-depleted yeast – mitochondrial function rescue without frataxin homolog – Friedreich's ataxia, plus single-dose screen, dose response (AID 1465). S. cerevisiae Yfh1-off respiration, WST-1 reduction, 72 h; higher fold induction means a stronger effect. fold induction at 50 µM; hits with a dose series show EC50 in µM. 220,000 compounds, 0.074% hits;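 active means fold induction of absorbance versus untreated yeast above a set limit, then at least 30% activation at any dose in follow-up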;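 further: activators that raise dye reduction in frataxin-depleted yeast; strong numbers were not always called active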
b-catenin transl – alters nuclear translocation of beta-catenin in HeLa cells; 190,000 compounds, 0.3% hits; immunofluorescence imaging; nuclear translocation activity, % at 5 µM;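 active means nuclear translocation activity above 50% at 5 µM, with a well cell count of 50 or more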;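 further: per-cell ratio of nuclear to cytoplasmic median beta-catenin stain intensity; plate controls were DMSO negative control for no effect and GSK-3 inhibitor IX positive control for full effect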
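test system = HeLa cells, endogenous beta-catenin | dosing = single 5 µM dose plus 0.02–20 µM confirmation series | times = compound treatment 24 h, 37°C, 5% CO2 | technique = beta-catenin immunofluorescence imaging with DAPI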
MT stabilizer – microtubule stabilization, imaging screen | HeLa tubulin immunostaining HCS, 24 h; share of cells brighter than vehicle mean+2SD | % tubulin-high responders, % at 10 µM | 200,000 compounds, 0.83% hits | AID 2205;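 active means plate Z-score above 3 for both tubulin-high and condensed-nucleus cell shares, with cell loss under 80%, at 10 µM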;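 further: anti alpha tubulin signal scored within the nucleus-defined area of each cell; some results filed as inactive read as strong as hits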
Dynein cargo inh – blocks dynein driven cargo transport along microtubules; 3617.4 mouse cells, GR-EGFP nuclear translocation imaging; test concentration mostly 20 µM; stimulated with dexamethasone, 1 µM; active compounds read low; z-score, hits read low; 220,000 compounds, 0.47% hits;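 active means plate z-score of nuclear minus cytoplasmic receptor signal below a set negative limit, without overly bright fluorescence or cell loss, cut at about -3.5 in these data, passing the limit was not always enough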;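 further: z-score of nuclear minus cytoplasmic ring GR-EGFP intensity difference per well; some compounds called inactive have numbers as strong as hits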
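Buffer or medium: Induction medium lacking tetracycline, stripped serum | Also added: Dexamethasone agonist, 1.0 µM final, for 30 min | Timing: 48 h induction, 1 h compound, 30 min dex at 37 °C | Detection: Formaldehyde fixation, Hoechst nuclear stain, 10x automated fluorescence imaging | Measure: Nuclear versus cytoplasmic GR-EGFP signal, averaged per well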
Insulin prom up – MIN6 insulin promoter up-regulation | MIN6 insulin promoter-GFP reporter, high-content imaging; active compounds read high | z-score at 5 µM | 190,000 compounds, 0.3% hits | AID 1625;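 active means z-score above 3 at 5 µM with at least 500 cells counted in the well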
human PMI inhibitors – human PMI inhibitors, high substrate, primary screen, biochemical, fluorescence intensity, high mannose 6-phosphate (AID 1220) | recombinant PMI enzyme, coupled fluorescence intensity; higher % means a stronger effect | one-dose inhibition, % at 20 µM; IC50 in µM for titrated hits | 190,000 compounds, 0.66% hits
Autophagy HCS – autophagy modulation, high-content screen | calls only at 10 µM (by protocol) | 190,000 compounds, 0.98% hits | MEF GFP-LC3 puncta imaging; test concentration mostly 10 µM;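 active means percentage of spot-positive cells more than 3 SD above its plate mean, without a fluorescence outlier flag or 80% toxicity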;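 further: spot-positive cell cutoff set from DMSO-treated cells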
WT yeast gro inh mutant strain – second read-out of WT yeast gro inh, no call of its own (marks repeat the call); inhibition, %; mitochondrial fusion phenotypic screen, mutant strain inhibition
Dynein cargo inh cytoplasmic EGFP – further read-out of Dynein cargo inh, marked with its call; z-score; measured here: cytoplasmic GR-EGFP intensity; active compounds read high
Dynein cargo inh nuclear GR-EGFP – second read-out of Dynein cargo inh, no call of its own (marks repeat the call); z-score; measured here: nuclear GR-EGFP intensity;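 lower value marks the stronger effect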
Dynein cargo inh cell count – second read-out of Dynein cargo inh, no call of its own (marks repeat the call); z-score; measured here: cell count per field
Insulin prom up cell count – also measured in Insulin prom up; calls as there; cell count; measured here: cytotoxicity, nuclei count;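 total cells summed across four imaged fields per well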
b-catenin transl cell count 5 µM – recorded beside b-catenin transl, whose call it bears; cell count; measured here: cell count, cytotoxicity flag
MT stabilizer Hoechst-high % – second read-out of MT stabilizer, no call of its own (marks repeat the call); % Hoechst-high responders; measured here: nuclear condensation Hoechst responders;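 share of cells brighter than vehicle mean plus two SD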
MT stabilizer cytotoxicity % – recorded beside MT stabilizer, whose call it bears; toxicity, %; measured here: cytotoxicity by cell density;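 0% = mean cell density of plate MIN control wells and 100% = no cells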
Autophagy HCS cell loss 18 h – second read-out of Autophagy HCS, no call of its own (marks repeat the call); toxicity, %; measured here: cell loss, nuclei count;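 cell loss after 18 h compound exposure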
* = called active by the depositor; i = inactive; . = no result given; + = active, no number. Unless noted, no stated cut-off is given here; in the data, active means inhibition above about 50%; inactive means the rest.

SMILES	WT yeast gro inh	WT yeast gro inh mutant strain	PMI inhibitors	Yfh1-depleted yeast	b-catenin transl	b-catenin transl cell count 5 µM	MT stabilizer	MT stabilizer Hoechst-high %	MT stabilizer cytotoxicity %	Dynein cargo inh	Dynein cargo inh cytoplasmic EGFP	Dynein cargo inh nuclear GR-EGFP	Dynein cargo inh cell count	Insulin prom up	Insulin prom up cell count	human PMI inhibitors	Autophagy HCS	Autophagy HCS cell loss 18 h
CCN(CC)S(=O)(=O)c1cc(-c2nnc(-c3ccc(Br)cc3)o2)ccc1Cl	10	-3	-4%	i	-5.3	1051	5.8	2.8	13	0.35	-0.28	0.091	-0.14	-0.53	1074	3%	i	30
CC1CCCC(NCC(O)COC(c2ccc(F)cc2)c2ccc(F)cc2)C1C (stereo unspecified)	57	20	2%	i	-4.4	1021	2.3	9.3	4.8	0.52	0.48	-0.0014	-2.5	-1.9	556	5%	+	0.5*
O=C(O)c1ccc2nc(C(F)(F)F)[nH]c2c1	13	6	22%	i	.	.	4.5	2.2	5.2	-1	-0.1	-0.042	-0.28	0.53	1212	10%	i	19
CCc1ccc(NC(=S)N(CCN2CCOCC2)Cc2ccccc2F)cc1	16	3	0%	i	-0.1	1088	3.0	1.5	8.8	0.2	-0.22	-0.22	0.56	-0.41	1170	1%	i	23
Nc1cccc(-n2cccc2)c1	-3	9	13%	i	-0.6	942	1.9	2.1	4.9	-0.56	-0.043	0.019	0.54	-0.14	1613	47%	i	6
CCOC(=O)CSc1nnc(CSc2nc3sc4c(c3c(=O)[nH]2)CCCC4)n1-c1ccccc1	7	4	13%	i	0.3	1368	1.9	1.7	6.7	0.73	-0.11	1.4	-0.82	-0.37	1570	6%	i	4
CC(C)CCSc1nc2c(c(=O)[nH]c(=O)n2C)n1CCCc1ccccc1	11	-7	18%	i	0.6	1128	5.2	2.4	7.2	-0.82	-0.22	-0.26	0.14	.	.	11%	.	.
O=C1/C(=C/c2ccccn2)SC(=S)N1NS(=O)(=O)c1ccccc1	18	17	12%	i	3.6	488	2.2	2.0	9.3	0.11	-0.31	0.18	0.5	.	.	5%	i	7
COc1ccc(N)cc1-n1c(C)ccc1C	-6	-8	41%	i	2.6	935	2.4	1.7	5.3	-0.66	-0.15	-0.096	0.71	-0.81	1504	64%*	i	-12
CSc1nc(C)c(CCOC(=O)c2ccccc2)c(=O)[nH]1	8	5	9%	i	.	.	0.8	2.1	11	-0.79	-0.21	-0.76	0.71	.	.	7%	i	5
C=CCNC(=O)NC(=O)COC(=O)CC(NC(N)=O)c1ccc(Cl)cc1 (stereo unspecified)	0	-10	1%	i	0.3	1083	2.7	2.0	2.5	-0.6	-0.31	-0.56	0.38	-0.29	1443	-1%	i	2
Cc1cccc(CSc2nc3[nH]ncc3c(=O)[nH]2)c1	2	-4	-5%	i	-1.7	1034	2.4	3.0	4.1	1.3	0.079	0.85	-2.1	0.67	1201	-2%	i	19
Cc1nc2ccccn2c1C(=O)NCc1ccc2c(c1)OCO2	7	9	-3%	i	0.0	950	6.0	2.8	7.3	-0.72	-0.16	-0.097	0.38	-5.6	847	2%	i	-4
Oc1ccccc1-c1nc2cnccn2c1Nc1ccc2c(c1)OCCO2	20	26	13%	i	-0.2	1014	0.4	1.1	3.1	-0.65	-0.0067	-0.48	0.92	0.35	785	5%	i	-1
CC(=O)C1=C(O)C(=O)N(CC(=O)O)C1c1ccccc1Cl (stereo unspecified)	2	0	0%	i	.	.	8.0	1.3	10	0.14	-0.24	0.076	-0.031	-0.13	966	2%	.	.
CCOc1ccc2nc(SCC(=O)Nc3ccc4c(c3)OCO4)sc2c1	-2	2	12%	i	-1.9	561	5.2	1.9	8.6	-1.6	-0.2	-1.1	0.14	1	1168	10%	i	13
O=c1cc(O)n(-c2ccccc2F)c(=S)[nH]1	48	-27	-16%	i	-3.9	1037	5.4	3.9	11	-0.91	-0.2	-0.29	0.51	0.62	1112	-14%	i	32
O=C(c1cccc(COc2ccc(Cl)cc2Cl)c1)N1CCN(c2ccccn2)CC1	77*	59*	22%	i	1.8	1173	2.7	1.6	0.1	-0.11	-0.21	-0.021	-0.39	0.25	1214	21%	i	1
Cc1ccc(OCCn2c(=O)sc3ccccc32)cc1	-6	-6	6%	i	0.4	554	3.7	2.7	6.3	0.46	-0.043	-0.017	0.073	.	.	9%	i	7
Nc1nc(N)c2nc(-c3ccccc3)c(N)nc2n1	6	-2	-2%	i	-5.4	678	2.3	1.3	0.7	0.1	-0.32	0.24	0.72	.	.	5%	i	9
COCCCNCCCCOc1c(Cl)cc(C)cc1Br	15	6	0%	i	-1.5	1470	2.2	1.7	0.6	2.2	-0.15	0.71	-0.83	-1.5	1125	-6%	i	1
Cc1c(NC(=O)C2(c3ccc(Cl)cc3)CCCC2)c(=O)n(-c2ccccc2)n1C	-5	8	2%	i	-1.3	1147	4.3	2.1	8.1	-1.1	-0.18	-0.31	0.32	-0.01	1012	0%	i	3
COc1ccc(C(C)=O)cc1CN1C(=O)NC2(CCCCCCC2)C1=O	-4	-6	14%	i	-1.0	1082	1.5	2.2	6.3	0.27	-0.35	-0.38	-0.21	-0.68	1319	7%	i	23
CCOC(=O)Cn1c(-c2nonc2NC(=O)c2ccccc2F)nc2ccccc21	8	15	3%	i	.	.	2.1	2.3	16	-0.99	0.34	-0.093	0.92	-0.77	922	-2%	i	26
COc1ccc(-c2cc(C#N)nc(NN)n2)cc1	.	.	.	i	-0.9	1306	.	.	.	0.023	-0.23	-0.015	-0.042	1.2	1395	.	.	.
CC(=O)Nc1cccc2c1C(=O)N(c1cccc(OC(C)=O)c1)C2=O	-16	-6	1%	i	-0.1	1077	1.7	1.8	0.1	-0.77	-0.2	-0.55	-0.14	0.05	1234	14%	i	4
CCOC(=O)N1CCC(NC(=O)C2CCN(C(=O)N3CC(C)Oc4ccccc43)CC2)CC1 (stereo unspecified)	4	18	-4%	i	.	.	2.0	1.5	3.8	-0.44	-0.26	-0.029	0.46	0.2	989	-6%	i	22
CN(C)Cc1ccc(F)cc1Sc1ccc(Cl)cc1Cl	27	-2	6%	i	-2.2	876	2.3	1.7	2.4	1.1	-0.13	0.26	-0.67	.	.	-9%	i	14
CC(C)CN(CC(C)C)C(=O)Nc1cccc([N+](=O)[O-])c1	-11	11	7%	i	-2.4	911	4.9	2.4	11	-0.5	-0.32	-0.18	0.88	-0.67	1394	6%	i	14
CCOC(=O)c1sc(NC(=O)c2cc(-c3cccc(O)c3)on2)c(C(=O)OCC)c1C	-14	2	3%	.	3.5	530	2.7	1.9	14	-0.67	-0.24	0.24	0.71	0.05	1279	2%	i	6
CCn1c(CNC(=O)COC)nc2ccccc21	6	-2	8%	i	-0.9	1176	2.3	4.7	11	-0.85	-0.26	-0.37	0.81	-0.2	1809	9%	i	6
CC(C)Oc1ccc(C(=O)NC2(C(F)(F)F)N=C3SCCN3C2=O)cc1 (stereo unspecified)	-1	-2	-1%	i	-4.5	1220	2.2	1.4	0.9	1	-0.082	0.99	-1.1	0.38	903	-1%	i	31
Cc1cccc(C)c1NC(=O)C(c1cccs1)N(Cc1ccco1)C(=O)Cn1nnc2ccccc21 (stereo unspecified)	9	12	7%	i	-1.2	1068	4.1	3.2	10	-0.27	0.087	0.2	0.59	-0.15	969	9%	i	9
NC(=O)c1cc(NC(=O)CCCc2nc3ccccc3s2)cc(C(N)=O)c1	.	.	.	i	-0.5	1263	.	.	.	0.17	-0.29	0.12	0.66	-0.76	1195	.	.	.
Cc1ccccc1NC(=O)c1ccc(NS(=O)(=O)c2cc(C(C)(C)C)cc(C)c2C)cc1	1	-4	18%	i	-0.3	1056	4.4	2.3	4.4	-0.024	-0.16	-0.12	-0.4	0.57	1411	10%	i	8
Cc1ccc(C)c(C(=O)Cn2ncc(Cl)c(Cl)c2=O)c1	.	.	-7%	i	6.7	1046	2.8	2.8	4.8	-4.7*	1.1*	-2.3*	-0.08*	-0.36	883	-10%	i	54
CCOc1ccc(-c2cc(C(=O)NCCCn3ccnc3)c3ccccc3n2)cc1	3	-19	1%	i	1.1	1181	2.7	2.3	6.1	-0.38	-0.13	-0.13	-1	-0.38	1244	6%	i	-4
CC(C)C(NC(=O)C12CC3CC(CC(C3)C1)C2)C(=O)N/N=C/C1=C(N2CCOCC2)C(=C\c2ccc([N+](=O)[O-])cc2)/CC1 (stereo unspecified)	-8	17	24%	i	1.4	1260	3.3	2.5	13	-3	1.7	-0.6	0.67	0.27	1114	14%	+	11*
